# High-throughput results: PubChem BioAssay, several laboratories
# PMI act – activators of human phosphomannose isomerase; activation factor at 20 µM; 190,000 tested, 0.005% active; purified human PMI, coupled resazurin fluorescence, 20 min; stronger effect = higher value; 1 = vehicle control, 0 substrate-free wells;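 active means activation factor of 2 or more at 20 µM, relative to plate controls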
# Target sequence (P34949 whole entry, looked up): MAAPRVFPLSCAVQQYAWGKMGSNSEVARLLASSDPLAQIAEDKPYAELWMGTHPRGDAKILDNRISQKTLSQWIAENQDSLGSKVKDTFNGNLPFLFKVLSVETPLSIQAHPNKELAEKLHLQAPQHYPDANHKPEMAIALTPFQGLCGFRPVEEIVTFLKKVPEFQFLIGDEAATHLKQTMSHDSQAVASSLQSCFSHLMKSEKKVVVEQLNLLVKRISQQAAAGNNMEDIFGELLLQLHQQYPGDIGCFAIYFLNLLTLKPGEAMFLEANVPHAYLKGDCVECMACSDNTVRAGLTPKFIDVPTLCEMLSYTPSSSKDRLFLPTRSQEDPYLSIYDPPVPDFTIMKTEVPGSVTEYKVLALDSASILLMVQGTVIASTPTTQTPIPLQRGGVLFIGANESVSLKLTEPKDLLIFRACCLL
# bIAP activator – intestinal alkaline phosphatase (bovine) activation; purified bovine IAP, CDP-star luminescence, 30 min; stronger effect = higher value; fold of DMSO-control signal, blank-subtracted; activation factor at 20 µM; 200,000 tested, 0.17% active;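 active means activation factor of 2 or more at 20 µM, a signal rise over negative controls twice the positive control's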
# L major viab – Leishmania major promastigote growth inhibition; AID 1063; inhibition, % at 10 µM; 200,000 tested, 9% active; Leishmania major promastigotes, resazurin fluorescence viability; in the data active means inhibition above about 50%;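 further: promastigotes grown with compound for 44 hours at 28 °C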
# Diaphorase inh – diaphorase inhibition or chemical oxidation counter-screen; diaphorase resazurin-to-resorufin fluorescence, NADH, 16 min; bacterial (C. kluyveri) enzyme, not human; inhibition, % at 20 µM; 190,000 tested, 0.69% active; AID 1217;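 active means primary screen inhibition at 20 µM above a set limit, cut at about 50% in these data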;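 further: plate controls were DMSO with full reaction for no effect and wells lacking NADH for full effect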
#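 Test system: Clostridium kluyveri diaphorase enzyme / Quantity: diaphorase at 0.14 U/mL in enzyme working solution / Incubation: 16-min room-temperature incubation before reading / Benchmarks: NADH-free wells as positive control, DMSO-only neutral wells / Signal: resorufin fluorescence 544/590 nm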
# TNAP inh noacc – blocks human TNAP activity with no phosphate acceptor present. purified TNAP, CDP-star luminescence, 30 min. inhibition, % at 20 µM. 200,000 tested, 0.26% active;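 active means tissue-nonspecific alkaline phosphatase inhibition above about 50% at 20 µM in the single-dose screen, limit read from the data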;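 further: 0% = DMSO negative control and 100% = EDTA positive control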
# Target sequence (P05186 whole entry, looked up): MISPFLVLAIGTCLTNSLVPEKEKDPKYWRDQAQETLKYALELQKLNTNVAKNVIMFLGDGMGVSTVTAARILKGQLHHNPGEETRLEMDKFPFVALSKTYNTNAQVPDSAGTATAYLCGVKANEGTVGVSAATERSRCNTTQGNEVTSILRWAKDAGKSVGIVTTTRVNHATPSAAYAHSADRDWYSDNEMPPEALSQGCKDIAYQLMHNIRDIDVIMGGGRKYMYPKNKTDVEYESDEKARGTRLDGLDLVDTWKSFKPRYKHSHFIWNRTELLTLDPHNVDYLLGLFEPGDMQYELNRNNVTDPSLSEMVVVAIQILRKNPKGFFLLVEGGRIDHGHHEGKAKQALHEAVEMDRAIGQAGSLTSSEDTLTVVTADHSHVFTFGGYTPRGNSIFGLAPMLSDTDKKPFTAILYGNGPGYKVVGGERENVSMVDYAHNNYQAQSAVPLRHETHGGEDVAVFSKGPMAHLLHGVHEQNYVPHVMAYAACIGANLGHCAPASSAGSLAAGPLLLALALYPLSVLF
# PMI act hi M6P – increases human PMI activity with near-saturating mannose 6-phosphate. P34949. coupled PMI enzyme assay, resazurin fluorescence, 20 min; stronger effect = higher value; 1 = untreated enzyme, 0 = substrate-free blank. activation factor at 20 µM. 190,000 tested, 0.34% active;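 active means activation factor of 2 or more at 20 µM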
#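 test system = human PMI in coupled enzyme assay | medium = HEPES-buffered pH 7.4 with magnesium and detergent | also added = 1.0 mM mannose-6-phosphate substrate with 0.22 mM NADP+ | compound = 20 µM single dose | times = 20 min incubation at room temperature | measured by = resorufin fluorescence (Ex 544/Em 590 nm) from resazurin via diaphorase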
# TNAP act hi DEA – increases human TNAP activity under high phosphate acceptor concentration. AID 1136. activation factor at 20 µM. 200,000 tested, under 10 active. purified TNAP, CDP-star luminescence, 1 M DEA, 30 min; stronger effect = higher value; 0 = EDTA background, 1 = DMSO-only activity;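 active means activation factor at least 2 at 20 µM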
#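 system = human TNAP | amount = enzyme diluted 1/800 final | reagent = 100 µM CDP-star substrate | signal = luminescent substrate turnover signal | dosing = one dose, 20 µM | benchmarks = EDTA negative control, DMSO positive control | measure = activation factor | timing = 30 min reaction, room temperature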
# Diaphorase act – diaphorase activation or chemical reduction counter-screen. Diaphorase/resazurin coupled assay, resorufin fluorescence, 16 min; stronger effect = higher value; 1 = vehicle wells, 0 = NADH-free wells. activation factor at 20 µM. 190,000 tested, 0.005% active. AID 1229;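 active means diaphorase activity raised at least twofold by the compound at 20 µM; inactive means activation factor below 2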
#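 Test system: Clostridium kluyveri diaphorase, purified enzyme; input: enzyme 0.07 U/mL final; buffer or medium: 50 mM HEPES pH 7.4 with 4.542 mM MgCl2, 0.005% Tween 20; also added: 0.114 mM NADH and 0.1 mM resazurin, final amounts; schedule: 16 min enzyme reaction, ambient temperature; technique: fluorescence of resorufin, 544 nm excitation, 590 nm emission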
# TNAP inh hiacc – TNAP (human) inhibition, high acceptor | P05186 | purified TNAP, CDP-star luminescence, 1 M DEA | inhibition, % at 20 µM | 200,000 tested, 0.03% active;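 active means over 50% inhibition of tissue-nonspecific alkaline phosphatase at 20 µM in the single-dose screen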;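 further: plate controls were DMSO wells for no effect and EDTA-quenched wells as full inhibition for full effect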
# bIAP inh – blocks bovine intestinal alkaline phosphatase activity. purified bovine IAP, CDP-star luminescence, 30 min. inhibition, % at 20 µM. 190,000 tested, under 10 active;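 active means over 50% inhibition of intestinal alkaline phosphatase at 20 µM in the single-dose screen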
#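 Assay system – bovine IAP enzyme · Quantity – bovine IAP at 1/65,000,000 final dilution · Detection – CDP-star luminescence signal · Times – 30 min reaction at room temperature · Also added – CDP-star substrate at 30 µM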
# Numbers without * were called inactive. Outcome played no part in choosing rows; overall some 10% were active at least once.
SMILES,PMI act,bIAP activator,L major viab,Diaphorase inh,TNAP inh noacc,PMI act hi M6P,TNAP act hi DEA,Diaphorase act,TNAP inh hiacc,bIAP inh
CCOCCCNC(=O)C1CCN(S(=O)(=O)N(CC(C)C)CC(C)C)CC1,1,1.1,-1,-4,-9,1,1,1,-2,-9
CCOc1ccc(-n2c(=O)c3c4c(sc3n(CC(=O)NCCCOC)c2=O)CCCCC4)cc1,1,0.8,9,-11,-15,1,1.1,1.1,-7,22
CCOC(=O)c1cc(-c2ccc(OC)cc2OC)nn1-c1ccc(C(=O)O)cc1,1.2,1.1,-3,-19,-7,1.2,1.1,1.2,-8,-14
COc1ccc(S(=O)(=O)Nc2ccccc2)cc1OC,1.1,0.9,-1,6,6,1.1,1,0.9,0,6
COc1ccc(C2C(C(=O)c3ccc(C)o3)=C(O)C(=O)N2c2cc(C)on2)cc1OC (centres undefined),1.1,1,-4,15,2,1.2,1,0.9,1,-3
CCc1c(C)c(C#N)c2nc3ccccc3n2c1Cl,1.1,1.1,101*,-5,-10,1.1,1,1,2,-10
Cc1cccc(OCCOCCN2CCOCC2)c1C,0.9,0.9,88*,5,-9,1,1,0.9,-3,12
CCc1ccccc1OCc1nnc(N)s1,1,0.8,-8,15,-3,1,1.1,0.9,-6,18
Cn1c(=O)c2c(ncn2CC(=O)N2CCN(C(=O)c3ccco3)CC2)n(C)c1=O,0.9,1,1,10,-8,0.9,1,0.9,5,-5
C=CCNC(=O)CSc1nc2sc(C)c(C)c2c(=O)[nH]1,1,0.9,-10,7,-15,0.9,1,0.9,0,11
O=C(O)/C(=C\c1cccs1)Sc1nnc(-c2ccc(F)cc2)o1,1.1,1,-5,3,0,1.1,1,1,-4,0
CN1C(=O)C(=O)N(CC(=O)N2CCc3ccccc32)C1=O,1,1,2,8,-14,1,1.1,0.9,-6,5
O=C(c1ccccc1)N1CN2CN(C(=O)c3ccccc3)CC([N+](=O)[O-])(C2)C1,0.9,0.9,-4,5,3,1,1,0.9,3,13
COc1cc(S(=O)(=O)Nc2ccccn2)ccc1F,1,1,-5,-5,-19,1,1.1,1,-8,-3
Cc1ccc(-c2cc[n+](Cc3ccccc3)cc2)cc1,0.9,0.9,92*,1,-8,0.9,1,1,-5,7
O=C(O)/C=C\C(=O)NCc1cccnc1,1.1,1.2,-6,-3,-8,1,1,1,-1,-22
Cc1ccc(-c2nc(SCC(=O)NCCN3C(=O)CSC3=O)[nH]c2-c2ccc(C)cc2)cc1,0.8,1,81*,30,-21,0.8,1,0.7,-5,4
COC(=O)c1ccc(C)c(NC(=O)Cn2cnc3ccccc3c2=O)c1,1,0.9,22,0,-9,1.1,1,1,-1,7
CCOC1CS(=O)(=O)CC1OCC (centres undefined),1,0.9,-2,10,-14,1,1.1,0.9,-6,9
CC(C)(C)c1cc(-n2ccnc2)n2ncc(-c3ccc(Cl)cc3)c2n1,0.9,0.9,3,5,-4,1,1,1,-4,7

# Reformatted tab-delimited: entries from further up.
smiles	PMI act	bIAP activator	L major viab	Diaphorase inh	TNAP inh noacc	PMI act hi M6P	TNAP act hi DEA	Diaphorase act	TNAP inh hiacc	bIAP inh
COC(=O)c1ccc(C)c(NC(=O)Cn2cnc3ccccc3c2=O)c1	1	0.9	22	0	-9	1.1	1	1	-1	7
O=C(c1ccccc1)N1CN2CN(C(=O)c3ccccc3)CC([N+](=O)[O-])(C2)C1	0.9	0.9	-4	5	3	1	1	0.9	3	13
Cc1cccc(OCCOCCN2CCOCC2)c1C	0.9	0.9	88*	5	-9	1	1	0.9	-3	12

# The main list resumes, repeating the 7 entries before the break.
SMILES,PMI act,bIAP activator,L major viab,Diaphorase inh,TNAP inh noacc,PMI act hi M6P,TNAP act hi DEA,Diaphorase act,TNAP inh hiacc,bIAP inh
COc1cc(S(=O)(=O)Nc2ccccn2)ccc1F,1,1,-5,-5,-19,1,1.1,1,-8,-3
Cc1ccc(-c2cc[n+](Cc3ccccc3)cc2)cc1,0.9,0.9,92*,1,-8,0.9,1,1,-5,7
O=C(O)/C=C\C(=O)NCc1cccnc1,1.1,1.2,-6,-3,-8,1,1,1,-1,-22
Cc1ccc(-c2nc(SCC(=O)NCCN3C(=O)CSC3=O)[nH]c2-c2ccc(C)cc2)cc1,0.8,1,81*,30,-21,0.8,1,0.7,-5,4
COC(=O)c1ccc(C)c(NC(=O)Cn2cnc3ccccc3c2=O)c1,1,0.9,22,0,-9,1.1,1,1,-1,7
CCOC1CS(=O)(=O)CC1OCC (centres undefined),1,0.9,-2,10,-14,1,1.1,0.9,-6,9
CC(C)(C)c1cc(-n2ccnc2)n2ncc(-c3ccc(Cl)cc3)c2n1,0.9,0.9,3,5,-4,1,1,1,-4,7
Cc1nnc(SCC(=O)N2CCCC(C(=O)c3ccc(Cl)cc3)C2)o1 (centres undefined),1,1.1,-2,-7,1,1,1.1,1.1,-7,-10
CN1CCc2nc(SCC(=O)Nc3cccc(F)c3)c(C#N)c(-c3cccs3)c2C1,0.7,1,34,18,-6,0.7,1,0.8,0,0
N#Cc1ccc(OCC(=O)NCCc2ccc(S(N)(=O)=O)cc2)cc1,1.1,0.9,-6,5,-6,1,1,0.9,-3,8
O=C(OCCN=C1NS(=O)(=O)c2ccccc21)c1ccco1,0.9,0.9,1,22,-8,0.9,1,0.8,-3,11
O=C(NNC(=O)C1CCN(S(=O)(=O)c2ccc(Cl)cc2)CC1)c1ccc(S(=O)(=O)N2CCCCC2)cc1,1,0.9,-5,1,-25,1.1,1,1,3,7
CCOC(=O)N1CCN(c2ncc(C(F)(F)F)cc2Cl)CC1,1,1,-1,16,-18,0.9,1.1,0.8,-7,-5
O=C(Nc1ccc2c(c1)oc1ccccc12)c1cccnc1,1,1,11,9,-10,0.9,1,0.9,0,3
FC(F)(F)c1ccccc1Nc1nccs1,1.1,1.2,-5,10,-12,1.1,1,0.9,-5,-25
O=C(CSc1nnnn1Cc1ccccc1)Nc1ccc2c(c1)OCO2,1,0.9,-5,8,-8,1.1,1,0.9,-1,7
CC(C)c1cc(C(=O)N/N=C/c2cccnc2)n[nH]1,1,1.1,-4,8,63*,0.9,1,0.9,4,-13
Cc1ccc(C(=O)CSc2nc3ccccc3c(=O)n2N)o1,1.1,1,23,-3,-59,1.1,1.1,1,-9,4
CC(C)N1CC(C(=O)Nc2ccc(Br)c(Cl)c2)CC1=O (centres undefined),1,0.9,-4,2,-10,1,1,1,-1,6
CCCCn1c(SCC(=O)NCc2cccs2)nc2c1c(=O)n(C)c(=O)n2C,0.9,1,-4,28,-14,0.9,1.1,0.7,-6,4
CCC1(C)Cc2c(sc3nnn(CC(=O)Nc4ccccc4)c(=O)c23)CO1 (centres undefined),0.9,1,1,17,-4,0.8,1,0.8,-3,1
NS(=O)(=O)c1ccc(NC(=O)C2CCCN(S(=O)(=O)c3ccc(F)cc3)C2)cc1 (centres undefined),0.9,1.1,-3,13,-9,0.9,1,0.9,-1,-6
Cc1cccc(C)c1NC(=S)N(CCCN1CCCCC1)Cc1ccco1,1,1.1,-3,2,-9,0.9,1,1,-2,-8
O=S(=O)(c1ccc2oc3ccccc3c2c1)N1CCOCC1,1,0.9,-3,9,-10,1,1.1,0.9,-7,13
O=C(C1CCCN(S(=O)(=O)c2cnc[nH]2)C1)N1CCN(c2ccc(Cl)cc2)CC1 (centres undefined),1,1.1,-6,14,-16,1.1,1,0.9,3,-14
COc1ccc(NCCNc2ccc(OC)cc2)cc1,0.8,0.9,-1,21,-10,0.7,1,0.8,-1,5
CC1CCN(c2nncc3ccccc23)CC1,1,1,10,14,0,1,1,0.9,-3,4

# One compound at a time, from the list above. Values in the order: PMI act	bIAP activator	L major viab	Diaphorase inh	TNAP inh noacc	PMI act hi M6P	TNAP act hi DEA	Diaphorase act	TNAP inh hiacc	bIAP inh
# Profile of CCOC(=O)N1CCN(c2ncc(C(F)(F)F)cc2Cl)CC1 : 1	1	-1	16	-18	0.9	1.1	0.8	-7	-5
# Profile of CC1CCN(c2nncc3ccccc23)CC1 : 1	1	10	14	0	1	1	0.9	-3	4

# Next entries.
SMILES,PMI act,bIAP activator,L major viab,Diaphorase inh,TNAP inh noacc,PMI act hi M6P,TNAP act hi DEA,Diaphorase act,TNAP inh hiacc,bIAP inh
Cc1c(C(=O)NCc2cccnc2)oc2ccc(S(=O)(=O)N3CCCCC3)cc12,1.2,0.9,42,0,-6,1.1,1,1,2,7
CCOC(=O)c1nnn(-c2nc(OC)nc(N3CCCC3)n2)c1-c1ccccc1,1,1,15,6,-9,1,1,0.9,0,-1
Cc1[nH]c2ccccc2c1C(c1ccncc1)N1CCCCC1 (centres undefined),1,1,41,4,-8,1,1.1,1,-6,-2
Cn1c(C(=O)NCc2ccccn2)cc2c(=O)n3ccccc3nc21,0.9,0.7,10,0,-14,1,1,1,-4,28
CCOc1c(C(N)=O)c(-c2ccccc2)c2c(=O)[nH]c3ccccc3n12,0.9,1,16,13,-4,0.9,1,0.9,-1,-1
O=C1C2ON(c3ccccc3)C(c3ccncc3)C2C(=O)N1c1ccc(N2CCOCC2)cc1 (centres undefined),1,1,12,28,-18,0.9,1.1,0.7,-9,-1
S=c1[nH]nc(-c2ccccc2)n1Cc1ccccc1,1,1,-6,13,6,1,1.1,0.9,-6,-4
CCOc1ccc(C2C(C(=O)c3cccs3)=C(O)C(=O)N2CCCn2ccnc2)cc1 (centres undefined),1.1,1,-7,-3,7,1,1,1,1,1
CCCNC(=O)c1c(N)n(-c2cccc(OC)c2)c2nc3ccccc3nc12,0.8,1.2,27,16,-26,0.8,1,0.8,0,-24
CC1=NCCN1S(=O)(=O)c1cc(Cl)ccc1Cl,1.1,0.9,0,-6,-3,1.1,1,1.1,2,13
CC1SCC(=O)N(CC(=O)NC2CCCCC2)C1=O (centres undefined),1.1,1.1,-1,-4,-6,1,1,1,-2,-13
CC(Oc1ccc(Cl)cc1Cl)c1nc(-c2ccc(NC(=O)c3ccco3)cc2)no1 (centres undefined),0.9,0.9,4,20,-11,0.9,1,0.8,1,8
CC(C)(C)N(Cc1ccccc1)C(=O)COC(=O)CCc1c[nH]c2ccccc12,0.8,0.9,-1,20,-6,0.9,1,0.8,4,7
Cc1ccc(CSc2nnc(Nc3ccc(C)cc3)s2)cc1,1.1,0.8,-1,0,30,1.2,1.1,1,-8,18
CCN(CC)C(=O)Oc1ccc2ccccc2c1Cl,0.9,0.8,12,26,-15,0.9,1,0.7,-2,17
